Screening results from PubChem.
MITF primary = inhibitors of human MITF. O75030. AlphaScreen MITF homodimerization, bead proximity signal. inhibition, % at 2.6 µM. 650,000 tested, 0.91% active; in the data active = inhibition above about 50%;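 also: 0% = vehicle wells with protein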
Target sequence (O75030 whole entry, looked up): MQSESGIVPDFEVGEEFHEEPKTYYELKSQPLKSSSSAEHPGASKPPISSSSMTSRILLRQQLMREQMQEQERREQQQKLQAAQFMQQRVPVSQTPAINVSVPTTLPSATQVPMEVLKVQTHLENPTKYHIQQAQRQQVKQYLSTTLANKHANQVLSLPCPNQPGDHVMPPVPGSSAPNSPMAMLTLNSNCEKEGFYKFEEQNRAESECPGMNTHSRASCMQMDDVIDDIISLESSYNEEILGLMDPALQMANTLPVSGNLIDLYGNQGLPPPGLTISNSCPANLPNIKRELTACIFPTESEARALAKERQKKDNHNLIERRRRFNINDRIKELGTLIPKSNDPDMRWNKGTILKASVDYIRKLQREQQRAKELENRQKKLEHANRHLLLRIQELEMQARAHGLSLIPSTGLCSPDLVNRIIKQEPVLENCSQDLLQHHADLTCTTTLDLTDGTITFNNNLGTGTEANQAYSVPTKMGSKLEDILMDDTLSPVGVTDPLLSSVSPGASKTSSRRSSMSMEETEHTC
TEAD-YAP block = TEAD-YAP interaction inhibition. HEK-TIYL cells, TEAD-Gal4/YAP UAS-luciferase luminescence. inhibition, % at 9.12 µM. 640,000 tested, 1.4% active. AID 1259422; in the data active = inhibition above about 32%;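 also: 0% = median of test compound wells and 100% = reference inhibitor wells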
FBW7 act = human FBW7 E3 ligase activation, primary screen; AlphaScreen FBW7–phospho-cyclin E peptide binding, activator screen; normalized activity (activation), % at 26.1 µM; 650,000 tested, 0.13% active; in the data active = normalized activity above about 1.9%;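 also: purified mutant Fbw7 with reduced substrate affinity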
GPR151 activ = activators of human GPR151; Q8TDV0; PathHunter beta-arrestin GPR151 cells, luminescence; activation, % at 11.2 µM; 650,000 tested, 1% active; AID 1508602; in the data active = activation above about 4.9%;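 also: 0% = median of compound wells and 100% = cells with positive control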
Target sequence (Q8TDV0 whole entry, looked up): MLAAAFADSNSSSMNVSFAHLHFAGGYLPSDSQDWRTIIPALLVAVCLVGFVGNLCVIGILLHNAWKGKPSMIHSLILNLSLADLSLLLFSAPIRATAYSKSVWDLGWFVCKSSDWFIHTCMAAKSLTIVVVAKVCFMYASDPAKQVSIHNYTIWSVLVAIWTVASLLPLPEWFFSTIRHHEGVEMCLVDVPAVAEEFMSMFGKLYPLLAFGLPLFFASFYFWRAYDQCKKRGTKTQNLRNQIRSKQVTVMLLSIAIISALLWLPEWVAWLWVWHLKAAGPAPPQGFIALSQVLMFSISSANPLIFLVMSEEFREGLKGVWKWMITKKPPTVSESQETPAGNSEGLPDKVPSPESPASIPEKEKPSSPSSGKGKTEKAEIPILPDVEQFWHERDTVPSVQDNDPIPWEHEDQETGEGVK
Starred values were filed as active, the others as inactive.

O=C(O)COc1ccccc1/C=C1/SC(=S)NC1=O was read as MITF primary 3, TEAD-YAP block -3, FBW7 act 0.2 and GPR151 activ -1.2.
Screening O=S(=O)(Cc1ccccc1)N1CCN(c2ncccn2)CC1 returned MITF primary -5, TEAD-YAP block -3, FBW7 act 0.4 and GPR151 activ -1.8.
For Cc1cc(I)cc(C)c1OCC(=O)N/N=C/c1cccc(O)c1 the results were MITF primary 6, TEAD-YAP block 0, FBW7 act 0.0 and GPR151 activ -0.8.
For CCOC(=O)N1CCN(CC(O)COCc2cc(OC)c(OC)c(OC)c2)CC1 (stereo not drawn) the results were MITF primary 15, TEAD-YAP block 3, FBW7 act 0.7 and GPR151 activ 0.0.
For NS(=O)(=O)c1ccc(N=C2c3ccccc3C(=O)C2c2ccc([N+](=O)[O-])cc2)cc1 (stereo not drawn) the results were MITF primary 2, TEAD-YAP block -4, FBW7 act -0.1 and GPR151 activ 0.0.
Screening O=C(Nc1ccc(Br)cn1)c1ccco1 returned MITF primary -3, TEAD-YAP block -47, FBW7 act 0.1 and GPR151 activ -6.7.
`Cc1ccccc1CN1CCc2nnc(CNC(=O)c3ccccc3)n2CC1` gave MITF primary 15, TEAD-YAP block 1, FBW7 act -0.1 and GPR151 activ -0.1.
Screening O=C(N/N=C\c1ccc([N+](=O)[O-])o1)c1cccc(Br)c1 returned MITF primary 0, TEAD-YAP block -1, FBW7 act -0.2 and GPR151 activ 0.1.
`O=C(Oc1cccc(NC(=O)c2ccco2)c1)c1ccc([N+](=O)[O-])cc1` gave MITF primary 21, TEAD-YAP block 13, FBW7 act 0.2 and GPR151 activ -3.2.
For O=C(CCCCCNC(=O)C(F)(F)F)Nc1ccccc1 the results were MITF primary -5, TEAD-YAP block -1, FBW7 act -0.2 and GPR151 activ 1.8.
COc1ccc(N/C=C\C(=O)c2ccc3c(c2)OCO3)cc1 was read as MITF primary 7, TEAD-YAP block -57, FBW7 act -0.1 and GPR151 activ -1.3.
Screening COc1ccc(/C(C)=N/Nc2nncc3ccccc23)cc1 returned MITF primary -6, TEAD-YAP block 33*, FBW7 act -0.2 and GPR151 activ -1.0.
For Cn1nccc1-c1nnc(NC(=O)c2cc(Cl)ccc2Cl)o1 the results were MITF primary -9, TEAD-YAP block -10, FBW7 act -0.5 and GPR151 activ -0.3.
Screening O=C1N/C(=C/c2ccc(I)cc2)C(=O)N1c1ccccc1 returned MITF primary 0, TEAD-YAP block -2, FBW7 act -0.1 and GPR151 activ 0.7.
Brc1ccc(-n2cc(-c3ccccc3)c3c(NCc4ccco4)ncnc32)cc1 was read as MITF primary 23, TEAD-YAP block -10, FBW7 act 0.8 and GPR151 activ 2.9.
CC(C)CC1NC(=O)N(CCOc2ccc(Cl)cc2)C1=O (stereo not drawn) was read as MITF primary 5, TEAD-YAP block 2, FBW7 act 0.0 and GPR151 activ -1.3.
O=C(NC1CCCCNC1=O)c1c(C(F)(F)F)nc2ccccn12 (stereo not drawn) was read as MITF primary 14, TEAD-YAP block 18, FBW7 act 0.5 and GPR151 activ -0.1.
`O=C1CC(N2CCCCC2)C=C1Nc1ccccc1` (stereo not drawn) gave MITF primary 32, TEAD-YAP block 3, FBW7 act -0.1 and GPR151 activ -1.9.
COc1ccc(OC)c(-n2c(=S)[nH]c3cc(C(=O)Nc4ccc(F)cc4)ccc3c2=O)c1 was read as MITF primary 5, TEAD-YAP block -2, FBW7 act 0.3 and GPR151 activ -1.2.
For COC(=O)CSCC(=O)Nc1cc(C(F)(F)F)ccc1Cl the results were MITF primary 4, TEAD-YAP block 13, FBW7 act -0.1 and GPR151 activ -1.1.
Screening CC1CCc2cc(F)ccc2N1C(=O)Nc1ccc([N+](=O)[O-])cc1 (stereo not drawn) returned MITF primary 4, TEAD-YAP block 5, FBW7 act 0.0 and GPR151 activ 1.0.
For CN(CC(=O)NN)S(=O)(=O)c1ccc(Cl)cc1 the results were MITF primary 5, TEAD-YAP block -9, FBW7 act 0.2 and GPR151 activ 6.3*.
`CC1(C)CC(=O)N(CC(=O)O)c2ccccc2S1(=O)=O` gave MITF primary 12, TEAD-YAP block 7, FBW7 act 0.3 and GPR151 activ -1.6.
For CCC(=O)N(/C=C1\Sc2ccccc2C1=O)c1ccc(C)cc1 the results were MITF primary 6, TEAD-YAP block 53*, FBW7 act 0.0 and GPR151 activ -2.7.
Screening CC(=O)N(Cc1ccco1)C1CC(=O)N(c2ccccc2)C1=O (stereo not drawn) returned MITF primary -5, TEAD-YAP block -2, FBW7 act -0.2 and GPR151 activ 0.6.
Screening COc1cccc(NC(=O)C(C)n2cnc3ccccc3c2=O)c1 (stereo not drawn) returned MITF primary 15, TEAD-YAP block 8, FBW7 act 0.4 and GPR151 activ 1.1.
For O=C(CC1(c2ccccc2)CC(=O)N(Cc2cccs2)C1=O)N1CCSCC1 (stereo not drawn) the results were MITF primary 0, TEAD-YAP block -40, FBW7 act 0.0 and GPR151 activ 1.2.
Screening O=C(CCNC(=O)c1ccc(Br)o1)NCc1ccccn1 returned MITF primary 16, TEAD-YAP block 3, FBW7 act 0.5 and GPR151 activ -0.1.
Screening CCOc1ccc(NC(=O)c2cnn3c2NC(c2ccco2)CC3C(F)(F)F)cc1 (stereo not drawn) returned MITF primary -2, TEAD-YAP block 4, FBW7 act 0.0 and GPR151 activ 0.7.
`CC(NC(=O)COc1cc(Cl)ccc1Cl)c1ccccc1` (stereo not drawn) gave MITF primary 14, TEAD-YAP block -9, FBW7 act 0.0 and GPR151 activ 0.5.
Screening CCOc1ccc(NC(=O)c2cc(C(=O)O)ccc2C(=O)O)cc1 returned MITF primary 10, TEAD-YAP block 5, FBW7 act 0.1 and GPR151 activ -2.3.
Screening COc1ccccc1N1C(=O)NC(=O)/C(=C\c2cc3ccccc3n2C)C1=O returned MITF primary 13, TEAD-YAP block 1, FBW7 act 0.7 and GPR151 activ -0.8.
Screening O=C(CSc1nc2ccccc2c(=O)n1CC1CCCO1)NCCc1ccccc1 (stereo not drawn) returned MITF primary -1, TEAD-YAP block 0, FBW7 act 0.0 and GPR151 activ -1.1.
Cc1ccc(S(=O)(=O)Nc2ccc(S(=O)(=O)N3CCCCC3)cc2[N+](=O)[O-])cc1 was read as MITF primary -6, TEAD-YAP block -5, FBW7 act -0.1 and GPR151 activ -0.3.
Screening CCOC(=O)c1cc(C(=O)N/N=C/c2ccco2)c(C)nc1C returned MITF primary 16, TEAD-YAP block 9, FBW7 act 0.0 and GPR151 activ 0.6.
CCOC(=O)CSc1nc2c(sc(=S)n2-c2cccc(OC)c2)c(=O)n1-c1ccccc1C was read as MITF primary -5, TEAD-YAP block -12, FBW7 act 0.0 and GPR151 activ -0.2.
Screening O=[N+]([O-])c1ccc(Nc2nc(NCCO)nc(N3CCCC3)n2)cc1 returned MITF primary 17, TEAD-YAP block 7, FBW7 act 0.2 and GPR151 activ 0.3.
`O=C1/C(=C/c2ccc(-c3ccc(Br)cc3)o2)C=C(c2ccccc2)N1c1cccc2ccccc12` gave MITF primary 14, TEAD-YAP block 1, FBW7 act 0.4 and GPR151 activ 1.3.
For Cc1c(NC(=O)NCCN2C(=O)C3C4C=CC(C4)C3C2=O)c(=O)n(-c2ccccc2)n1C (stereo not drawn) the results were MITF primary -2, TEAD-YAP block 3, FBW7 act 0.1 and GPR151 activ 0.7.
For CC(c1ccccc1)N1C(=S)NC(=NC(COc2ccccc2)C(C)(C)C)C1(C)C (stereo not drawn) the results were MITF primary 5, TEAD-YAP block -6, FBW7 act -0.2 and GPR151 activ 0.4.
`O=C(OCN1C(=O)c2ccccc2C1=O)c1ccco1` gave MITF primary 4, TEAD-YAP block 5, FBW7 act 0.0 and GPR151 activ 2.4.
C/C(=N\NC(=O)Cc1ccccc1)c1ccc(C)cc1C was read as MITF primary -6, TEAD-YAP block -6, FBW7 act -0.2 and GPR151 activ 0.1.
Screening COC(=O)CC1SC(=O)NC1=Nc1ccccc1 (stereo not drawn) returned MITF primary -12, TEAD-YAP block 4, FBW7 act 0.0 and GPR151 activ 0.7.
Screening COc1ccccc1OCC(=O)N/N=C/c1ccccc1O returned MITF primary 15, TEAD-YAP block 1, FBW7 act -0.2 and GPR151 activ -0.3.
Screening CCOc1cc(/C=C2\SC(=N)N(c3nccs3)C2=O)ccc1OCC(N)=O returned MITF primary -17, TEAD-YAP block -3, FBW7 act 0.1 and GPR151 activ -1.3.
Screening CCN(C(=O)CSc1nc2c(sc(=S)n2CCc2ccccc2)c(=O)n1-c1ccccc1OC)c1cccc(C)c1 returned MITF primary 13, TEAD-YAP block -4, FBW7 act 0.3 and GPR151 activ -0.5.
O=C1OC2(C(=O)c3ccccc3C2=O)/C(=C(\O)c2cccc(Br)c2)C1=O was read as MITF primary 3, TEAD-YAP block -18, FBW7 act -0.4 and GPR151 activ -0.6.
CC#CC(=O)N1CCCC(c2nc(C)ncc2-c2cccc(C)c2)C1 (stereo not drawn) was read as MITF primary 7, TEAD-YAP block -5, FBW7 act -0.6 and GPR151 activ -0.5.
For FC(F)(F)c1nc(NCC2CCCO2)nc2c1CCCCC2 (stereo not drawn) the results were MITF primary 2, TEAD-YAP block 4, FBW7 act 0.2 and GPR151 activ -0.1.
COc1ccc(C)c2sc(N3CCCCC3)nc12 was read as MITF primary 7, TEAD-YAP block -5, FBW7 act 0.2 and GPR151 activ 0.4.
Screening Cc1ccc(C(C)C)c(OCCNC(=O)c2cc(C(=O)NCCOc3cc(C)ccc3C(C)C)cc([N+](=O)[O-])c2)c1 returned MITF primary 2, TEAD-YAP block 0, FBW7 act 0.0 and GPR151 activ -0.6.
Screening O=C(OCC(=O)N1CCc2ccccc21)c1cc(F)c(F)cc1Cl returned MITF primary -12, TEAD-YAP block -10, FBW7 act 0.1 and GPR151 activ 1.0.
Screening Cc1cccn2c(=O)c3cc(C(=O)N4COCC4(C)C)n(C)c3nc12 returned MITF primary -4, TEAD-YAP block -4, FBW7 act -0.1 and GPR151 activ -0.1.
`CCCCCCCC(=O)Oc1ccc(-c2cnc3ccccc3n2)cc1` gave MITF primary 6, TEAD-YAP block -3, FBW7 act -0.1 and GPR151 activ -0.4.
Screening COC(=O)Nc1nn(Cc2ccccc2F)cc1Br returned MITF primary 26, TEAD-YAP block -3, FBW7 act -0.1 and GPR151 activ 0.7.
For CC(=O)C1=C(C)NC(C)=C(C(C)=O)C1c1ccc(-c2ccc(F)cc2)o1 the results were MITF primary 4, TEAD-YAP block -16, FBW7 act -0.1 and GPR151 activ -0.1.
For O=c1oc2cc(OCc3ccc(F)cc3)ccc2c2c1CCCC2 the results were MITF primary 18, TEAD-YAP block -10, FBW7 act -0.1 and GPR151 activ 0.7.
`CCOC(=O)Cn1nc(C)n2c(cc3sccc32)c1=O` gave MITF primary 7, TEAD-YAP block -2, FBW7 act -0.1 and GPR151 activ -0.6.
For CSc1nc2sccn2c(=O)c1C(=O)NCC(C)O (stereo not drawn) the results were MITF primary -18, TEAD-YAP block 1, FBW7 act 0.1 and GPR151 activ 0.1.
Screening O=C(CCCOc1ccc(Cl)cc1Cl)Nc1ccc(S(=O)(=O)N2CCCC2)cc1 returned MITF primary -14, TEAD-YAP block 0, FBW7 act -0.3 and GPR151 activ -0.4.

Random excerpt: 6 records from the list
`CCCCCCCC(=O)Oc1ccc(-c2cnc3ccccc3n2)cc1` gave MITF primary 6, TEAD-YAP block -3, FBW7 act -0.1 and GPR151 activ -0.4.
Screening Cc1cccn2c(=O)c3cc(C(=O)N4COCC4(C)C)n(C)c3nc12 returned MITF primary -4, TEAD-YAP block -4, FBW7 act -0.1 and GPR151 activ -0.1.
`CCOC(=O)Cn1nc(C)n2c(cc3sccc32)c1=O` gave MITF primary 7, TEAD-YAP block -2, FBW7 act -0.1 and GPR151 activ -0.6.
Screening COC(=O)Nc1nn(Cc2ccccc2F)cc1Br returned MITF primary 26, TEAD-YAP block -3, FBW7 act -0.1 and GPR151 activ 0.7.
For O=c1oc2cc(OCc3ccc(F)cc3)ccc2c2c1CCCC2 the results were MITF primary 18, TEAD-YAP block -10, FBW7 act -0.1 and GPR151 activ 0.7.
For CC(=O)C1=C(C)NC(C)=C(C(C)=O)C1c1ccc(-c2ccc(F)cc2)o1 the results were MITF primary 4, TEAD-YAP block -16, FBW7 act -0.1 and GPR151 activ -0.1.

Other entries follow.
Screening CCN1C(=O)/C(=C\N2CCc3ccccc32)C(=O)NC1=S returned MITF primary 0, TEAD-YAP block 1, FBW7 act -0.1 and GPR151 activ -0.8.
Screening Cc1ccc(C(=O)N/N=C/c2cc(Br)ccc2O)cc1 returned MITF primary 19, TEAD-YAP block -1, FBW7 act -0.8 and GPR151 activ 0.4.
`COC(=O)C1=C(C)NC(C)=C(C(=O)OC)C1c1ccc(-c2ccccc2)o1` gave MITF primary 13, TEAD-YAP block 3, FBW7 act 1.0 and GPR151 activ 0.4.
CN1CCN(C(CNC(=O)c2cccc(F)c2)c2ccc(N(C)C)cc2)CC1 (stereo not drawn) was read as MITF primary -5, TEAD-YAP block -55, FBW7 act 0.0 and GPR151 activ -0.7.
